Source: PubChem BioAssay
TLR9-MyD88 inh: blocks human TLR9 binding to MyD88 | CHO BLA complementation TLR9-MyD88, CCF4 FRET ratio | inhibition, % at 4.98 µM | 0.21% of 340,000 active;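 active = inhibition above the mean over all tested compounds plus 3 SD, cut at about 21% in these data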;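 note: 0% = DMSO only wells and 100% = clavulanate BLA inhibitor control wells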
NCOA3 inh: human NCOA3 inhibition. 0.17% of 360,000 active. inhibition, % at 3.6 µM. Q9Y6Q9. HEK293 GAL4-SRC3 luciferase reporter, luminescence. AID 588352;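 active = inhibition above a per-campaign cutoff, the mean of all compounds plus 3 SD, cut at about 60% in these data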;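 note: 0% = DMSO-treated cells and 100% = gossypol-treated cells at 36 µM; higher means less SRC3-driven luciferase light from the GAL4 reporter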
Target sequence (Q9Y6Q9 whole entry, looked up, the tested form may be a part): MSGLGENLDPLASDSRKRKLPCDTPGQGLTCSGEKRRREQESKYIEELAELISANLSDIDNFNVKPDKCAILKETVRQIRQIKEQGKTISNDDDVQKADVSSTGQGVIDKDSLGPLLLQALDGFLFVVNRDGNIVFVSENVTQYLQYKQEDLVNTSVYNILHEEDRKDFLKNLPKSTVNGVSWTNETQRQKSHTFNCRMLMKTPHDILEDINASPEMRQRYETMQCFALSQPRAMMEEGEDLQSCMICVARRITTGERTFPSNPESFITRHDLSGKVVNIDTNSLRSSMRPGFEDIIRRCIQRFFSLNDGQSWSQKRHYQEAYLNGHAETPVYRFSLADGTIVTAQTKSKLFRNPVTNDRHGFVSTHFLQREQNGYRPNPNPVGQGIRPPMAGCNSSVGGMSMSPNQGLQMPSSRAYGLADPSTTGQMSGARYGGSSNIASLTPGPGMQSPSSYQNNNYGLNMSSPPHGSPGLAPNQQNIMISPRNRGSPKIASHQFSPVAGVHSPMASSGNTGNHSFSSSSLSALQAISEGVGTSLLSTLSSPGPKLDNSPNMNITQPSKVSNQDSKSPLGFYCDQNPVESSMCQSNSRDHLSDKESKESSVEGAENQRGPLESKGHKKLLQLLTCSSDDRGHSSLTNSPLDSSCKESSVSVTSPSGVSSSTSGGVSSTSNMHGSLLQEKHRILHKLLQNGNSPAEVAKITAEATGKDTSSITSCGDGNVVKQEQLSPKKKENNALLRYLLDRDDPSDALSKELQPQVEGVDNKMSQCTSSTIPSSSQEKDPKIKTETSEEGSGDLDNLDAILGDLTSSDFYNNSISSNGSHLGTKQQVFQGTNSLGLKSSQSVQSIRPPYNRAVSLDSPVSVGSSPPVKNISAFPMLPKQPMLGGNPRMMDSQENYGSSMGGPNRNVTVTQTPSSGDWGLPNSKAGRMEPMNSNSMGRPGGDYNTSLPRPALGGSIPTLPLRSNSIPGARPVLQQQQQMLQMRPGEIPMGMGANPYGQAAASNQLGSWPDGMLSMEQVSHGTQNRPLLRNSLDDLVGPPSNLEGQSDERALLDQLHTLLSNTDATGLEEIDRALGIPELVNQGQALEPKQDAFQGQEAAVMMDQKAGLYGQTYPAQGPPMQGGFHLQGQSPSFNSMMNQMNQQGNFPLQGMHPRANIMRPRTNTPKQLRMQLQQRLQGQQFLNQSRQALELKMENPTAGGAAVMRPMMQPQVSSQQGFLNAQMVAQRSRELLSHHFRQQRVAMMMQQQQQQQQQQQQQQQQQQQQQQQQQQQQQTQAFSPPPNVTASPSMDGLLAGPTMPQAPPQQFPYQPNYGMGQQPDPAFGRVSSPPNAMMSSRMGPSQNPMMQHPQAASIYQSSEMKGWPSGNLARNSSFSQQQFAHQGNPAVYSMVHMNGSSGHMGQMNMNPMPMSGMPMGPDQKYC
TROY NFkB inh: inhibitors of TROY-dependent NF-kB signaling | Q293 LMP1-TROYcd NF-kB luciferase reporter, 4 h | inhibition, % at 10 µM | 0.98% of 360,000 active | AID 1347056;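 active = compounds whose plate-normalised and pattern-corrected inhibition of the luciferase reporter signal at the single screening dose is 50% or more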
SRC2 inh: human SRC2 (NCOA2) inhibition | Q15596 | HEK293 GAL4-SRC2 luciferase reporter, luminescence | inhibition, % at 9 µM | 0.17% of 370,000 active | AID 651957;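 active = inhibition above the mean inhibition of all tested compounds plus 3 SD, set per campaign, cut at about 52% in these data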;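 note: 0% = DMSO treated cells and 100% = cells given Gossypol at 36 µM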
Granule exo inh: blocks lytic granule exocytosis | TALL-104 LAMP-1 surface exposure, flow cytometry; cells stimulated with thapsigargin and PMA | 0.66% of 360,000 active | inhibition, % at 10 µM;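 active = inhibition above about 55%, limit read from the data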
COUP-TFII inh: NR2F2 (human) inhibition, primary screen. P24468. HEK293T NGFI-A luciferase reporter, luminescence. inhibition, % at 8.6 µM. 0.7% of 370,000 active. AID 686940;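 active = inhibition above a per-plate cutoff, mean inhibition of test wells between control levels plus 3 SD, cut at about 38% in these data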;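 note: cells cotransfected with COUP-TFII expression vector driving the NGFI-A reporter; 0% = median of COUP-TF2 test wells and 100% = reporter-only cells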
NOD2-RIPK2 inh: NOD2-RIPK2 protein interaction inhibition | O43353 | CHO BLA complementation NOD2-RIPK2, CCF4 ratio | inhibition, % at 4.98 µM | 0.38% of 360,000 active; in the data active = inhibition above about 21%;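 note: 0% = vehicle only and 100% = reference blocker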
LRH-1 inv ag: inverse agonists of human LRH-1 (NR5A2). HEK293T StAR-luciferase reporter, LRH-1 transfected, 24 h. inhibition, % at 3.6 µM. AID 602396. 0.13% of 360,000 active;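 active = inhibition above the mean inhibition of all tested compounds plus 3 SD, cut at about 73% in these data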;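 note: 0% = DMSO wells and 100% = reporter-only cells lacking LRH-1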
SRC1 inh: inhibits human SRC1 coactivator; Q15788; HEK293 GAL4-SRC1 luciferase reporter, luminescence; inhibition, % at 3.6 µM; 0.12% of 360,000 active; AID 588354;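 active = inhibition above the campaign mean plus 3 SD, with each screening campaign given its own cutoff, cut at about 60% in these data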;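 note: 0% = DMSO treated cells and 100% = gossypol at 36 µM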
TWEAK Fn14 block: blocks TWEAK-Fn14 interaction in a reporter cell assay; TWEAK-stimulated Fn14 reporter cells, luciferase luminescence, 8 h; inhibition, % at 10 µM; 2% of 360,000 active; AID 1159606; in the data active = inhibition above about 50%
ABHD5 PLIN5 PPI: inhibitors of human ABHD5-perilipin-5 interaction; Q00G26+Q8WTS1; Split G. princeps luciferase complementation, luminescence, 4 h; inhibition, % at 4 µM; 0.78% of 360,000 active;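 active = inhibition above the mean inhibition across every tested compound plus 3 SD, cut at about 22% in these data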;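 note: 0% = DMSO only wells and the 100% control is not disclosed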
* = called active by the depositor; . = no result given.

SMILES,NCOA3 inh,COUP-TFII inh,Granule exo inh,SRC2 inh,TLR9-MyD88 inh,LRH-1 inv ag,NOD2-RIPK2 inh,TWEAK Fn14 block,ABHD5 PLIN5 PPI,SRC1 inh,TROY NFkB inh
CCOCCCn1c(=S)[nH]c2cc(C(=O)NC3CCCCC3C)ccc2c1=O (stereo not given),-9.2,9.0,-1.6,11.4,0.9,0.7,-2.5,-0.7,9.0,6.6,-20.8
CC1CCN(C(=O)COc2ccc(S(=O)(=O)N3CCCC3)cc2)CC1,-36.4,-6.8,0.9,-17.8,-11.3,-3.4,-0.5,5.8,-4.8,-9.3,5.7
CC(=O)SC1CC(=O)C=C2CCC3C4CCC(=O)OC4(C)CCC3C21C (stereo not given),2.5,-13.8,-6.7,11.5,4.9,12.2,-0.8,-8.9,1.9,3.9,-0.1
Cn1c(N)c(C(=O)COC(=O)c2ccc(Br)o2)c(=O)n(C)c1=O,-13.3,-14.2,-3.9,1.4,-1.1,-3.2,-6.1,-7.9,6.8,1.3,5.6
CCc1ccccc1Cn1c(=O)oc2cccnc21,20.6,-6.3,3.3,16.0,-14.7,3.0,-1.6,-9.8,6.3,0.6,6.9
Cc1cc(C)n(C(=O)/C(C#N)=N\Nc2ccccc2[N+](=O)[O-])n1,2.2,5.8,-2.5,-5.2,-6.9,-0.5,-6.2,13.8,-0.6,-15.3,1.2
C[C@@H]1CN([C@@H](C)CO)C(=O)CCCn2nncc2CO[C@@H]1CN(C)S(=O)(=O)c1cccc(C#N)c1,5.9,1.1,2.2,-27.7,4.5,-3.9,-16.4,-0.8,-6.3,-24.0,-4.7
c1coc(-c2nn3c(Cn4nnc5ccccc54)nnc3s2)c1,4.2,-9.1,5.5,3.6,0.9,13.2,-4.3,-1.0,1.0,-3.7,6.7
COc1ccc(C)cc1NC(=O)CNC(C)C(=O)Nc1cc(Cl)ccc1Cl (stereo not given),3.8,25.1,-2.2,9.9,4.9,-9.0,-2.3,-16.8,-0.8,-24.7,8.8
Cc1cccc(C)c1OCC(=O)N/N=C/c1ccncc1,4.8,13.4,7.0,-21.9,10.7,-5.0,-9.3,-10.0,-4.4,1.7,-9.1
Cc1cccc(-c2nc(=S)c3c(o2)CCCC3)c1,-111.1,-28.6,-0.7,-41.2,0.8,-77.7,-12.1,46.9,-3.2,-121.8,28.7
CC1(C(=O)NCc2ccccc2)Cc2c(-c3cccc(C(N)=O)c3)ccnc2O1 (stereo not given),3.3,-5.7,9.8,-13.2,.,35.7,-58.9,2.2,0.2,8.8,-7.4
Cc1cccc(Oc2ncnc3onc(C)c23)c1,17.1,7.8,0.4,13.0,-3.0,7.4,-0.3,-2.6,2.9,7.0,-7.6
COc1ccc(S(=O)(=O)Nc2cc(C)on2)cc1,-0.7,-12.9,-6.5,12.6,-4.4,-10.1,-6.4,27.6,-1.1,4.0,-14.2
COc1cc2c(c(OC)c1OC)-c1ccc(SC)c(=O)cc1C(NC(=O)C(F)(F)F)CC2 (stereo not given),10.4,-60.8,1.1,15.4,-16.1,31.6,-0.4,0.9,3.0,-14.6,7.4
O=C(Cc1n[nH]c(=O)c2ccccc12)Nc1cc(C(F)(F)F)ccc1-n1cncn1,-14.2,-1.6,-1.8,-10.4,11.3,5.6,9.2,-0.3,-5.2,2.3,3.2
Cc1cc(C(=O)CSc2ncccn2)c(C)n1Cc1ccco1,-102.7,-42.2,1.1,-47.6,12.5,-127.5,3.0,-23.5,-0.7,-114.8,9.9
Cc1cccc(C)c1NC(=O)CCS(=O)(=O)c1ccc(Br)cc1,10.6,1.7,-3.8,-16.4,-3.9,9.9,-3.0,10.9,-7.3,14.4,4.2
Clc1ccc(/C=N/c2c(-c3ccc(Cl)cc3)nc3n2CCS3)cc1,-9.9,-15.0,-2.1,-12.4,-3.0,-7.8,4.9,7.9,-27.5,0.7,12.0
CC1C(=O)N2CCCc3cc(NC(=O)c4ccccc4F)cc1c32 (stereo not given),-3.7,-13.7,12.4,-5.2,-15.6,22.9,-18.0,-5.9,-7.5,-1.4,11.1
Cc1ccnc(NC(c2ccncc2)c2c(C)[nH]c3ccccc23)c1 (stereo not given),1.9,-1.6,0.6,-22.1,-1.9,-5.7,-7.1,9.8,-2.7,-18.1,-15.3
CCCc1ccc(OCc2nc(-c3ccc(NC(=O)c4cccs4)cc3)no2)cc1,-36.2,-22.4,0.1,-57.2,7.5,-83.2,-5.8,-47.1,0.3,-106.4,-50.6
O=[N+]([O-])c1ccccc1Oc1ccccc1Cl,1.9,-12.4,-1.1,-8.7,0.2,3.1,-2.7,16.1,-4.8,-6.4,-18.8
Cc1cccc(OCC(=O)NC(=S)NNC(=O)c2ccncc2)c1,0.8,0.5,2.8,-11.2,8.7,7.5,3.4,-16.0,-2.6,-3.9,6.4
Cn1c(SCCN2CCCC2)nnc1C1CCN(S(=O)(=O)c2cccc(F)c2)CC1,10.9,-0.2,-5.4,5.3,7.6,4.7,-2.2,7.7,3.2,4.6,0.2
COc1ccccc1CN(C)C(=O)CN1CCN(S(=O)(=O)c2ccc3c(c2)OCCCO3)CC1,6.4,15.4,2.5,4.3,-3.4,5.3,7.3,4.0,-0.3,5.3,-7.7
NC(=O)NCC12CC3CC(CC(C3)C1)C2,-1.2,-2.4,-3.1,-11.2,6.3,-4.3,10.3,-9.3,-0.2,-37.9,-0.1
O=C(NC(Cc1c[nH]c2ccccc12)C(=O)O)c1ccc2c(c1)OCO2 (stereo not given),-10.5,0.8,-0.4,27.5,-2.1,-2.4,-16.0,14.5,-5.1,-17.6,7.5
CC1(C)Cc2nc3oc4c(=O)n(CC(=O)Nc5cccc(Cl)c5)cnc4c3cc2CO1,10.9,-12.6,-2.5,-25.2,-5.3,8.6,2.2,15.0,4.1,-2.1,41.5
COc1ccc(-c2coc3c(C(=O)Nc4cccnc4)cccc23)c(C)c1,-12.6,55.2*,4.1,-3.0,.,-1.6,-0.7,66.0*,1.0,-3.6,22.2

Compound profiles (already shown).
O=C(Cc1n[nH]c(=O)c2ccccc12)Nc1cc(C(F)(F)F)ccc1-n1cncn1 across the screens: NCOA3 inh: -14.2; COUP-TFII inh: -1.6; Granule exo inh: -1.8; SRC2 inh: -10.4; TLR9-MyD88 inh: 11.3; LRH-1 inv ag: 5.6; NOD2-RIPK2 inh: 9.2; TWEAK Fn14 block: -0.3; ABHD5 PLIN5 PPI: -5.2; SRC1 inh: 2.3; TROY NFkB inh: 3.2
Cn1c(SCCN2CCCC2)nnc1C1CCN(S(=O)(=O)c2cccc(F)c2)CC1 across the screens: NCOA3 inh: 10.9; COUP-TFII inh: -0.2; Granule exo inh: -5.4; SRC2 inh: 5.3; TLR9-MyD88 inh: 7.6; LRH-1 inv ag: 4.7; NOD2-RIPK2 inh: -2.2; TWEAK Fn14 block: 7.7; ABHD5 PLIN5 PPI: 3.2; SRC1 inh: 4.6; TROY NFkB inh: 0.2

The listing continues.
SMILES,NCOA3 inh,COUP-TFII inh,Granule exo inh,SRC2 inh,TLR9-MyD88 inh,LRH-1 inv ag,NOD2-RIPK2 inh,TWEAK Fn14 block,ABHD5 PLIN5 PPI,SRC1 inh,TROY NFkB inh
Cc1ccc(Cl)cc1NC(=S)NCc1cccn1C,0.3,5.0,-2.8,5.7,2.8,10.5,-10.9,8.3,0.1,10.7,-10.2
Cn1c(=O)c([N+](=O)[O-])c(NCC(O)c2ccccc2)c2ccccc21 (stereo not given),9.0,2.6,5.0,-21.6,-0.1,0.6,-6.7,9.3,-6.2,-2.2,11.5
CN(C)C(=O)C1Cc2ccccc2CN1S(=O)(=O)c1cccs1 (stereo not given),4.3,-4.1,2.1,18.9,4.0,-0.8,-0.8,10.1,-0.5,-0.5,1.0
CC(C)(C)C(=O)Nc1ccccc1C(=O)NCc1ccco1,6.2,8.6,7.7,22.1,-11.2,2.9,-9.9,-1.6,0.4,2.9,15.6
O=C(O)CCC(=O)N1CCN(c2ccccn2)CC1,3.7,5.8,1.3,-24.8,4.3,9.1,0.5,-1.2,-0.5,-0.9,1.8
CC(C)(C)NC(=O)C(c1ccc(O)cc1)N(C(=O)CCC(=O)Nc1nccs1)c1cccc(F)c1 (stereo not given),-0.9,1.0,6.9,-42.4,4.1,-19.1,-5.3,14.5,-1.1,-2.1,6.1
CC(=O)Nc1ccc(S(=O)(=O)NCC2CCCO2)cc1 (stereo not given),3.8,9.7,-3.0,-37.4,-12.0,-1.4,-8.7,-19.2,6.5,-7.5,7.9
CC(C)(C)c1ccc(C2SCC(=O)N2c2cccc(C(=O)O)c2)cc1 (stereo not given),-0.2,15.9,-3.9,-2.6,-7.2,-8.7,-17.5,0.6,0.3,-7.3,-15.8
O=C(NC1CCN(Cc2ccccc2)CC1)c1cccc(S(=O)(=O)Nc2cc(C(F)(F)F)ccc2Cl)c1,16.9,21.2,2.3,22.1,-8.5,0.3,1.4,2.7,8.6,0.6,19.0
CCOc1cccc(N2CCN(CCNC(=O)Nc3ccc(C)cc3)CC2)c1C,13.9,5.0,51.8,-9.3,2.5,11.8,5.5,-10.4,0.0,7.7,7.5
O=C(COc1ccccc1)NNc1nc2ccccc2s1,14.2,17.3,-0.7,13.9,4.6,15.8,5.0,70.0*,-7.1,2.1,85.4*
Cc1noc2ncnc(Oc3cc(Cl)ccc3Cl)c12,8.9,2.3,-3.3,7.0,-8.1,-6.2,1.5,24.0,-3.2,-7.9,-3.2
COc1cccc(CNC(=O)C2CCN(S(=O)(=O)c3ccc4c(c3)NC(=O)C(C)S4)CC2)c1 (stereo not given),1.7,-8.2,-0.4,-7.5,-0.6,8.2,-9.2,-0.5,0.6,-6.8,26.8
COc1ccc2c(c1)CC/C(=C/c1cc(OC)c(OC)c(OC)c1)C2=O,14.8,17.8,3.5,11.7,-14.3,0.9,0.0,-13.7,3.7,-40.4,6.7
O=C(COC(=O)c1ccccc1Br)NC1CCCC1,-43.7,-13.6,-0.3,-36.6,8.3,-22.9,-5.7,-4.2,4.7,-38.7,-11.5
CCN(CC)c1nc(Oc2ccc(C(=O)NN)cc2)nc(Oc2ccc(C(=O)NN)cc2)n1,-6.8,-2.9,-3.0,-51.0,5.1,-2.9,-7.1,-24.8,-4.3,0.7,53.4*
CC1(C)C(=O)Nc2ccccc2N1C(=O)COC(=O)c1cc(S(=O)(=O)N2CCOCC2)ccc1F,13.4,1.5,-3.8,-34.1,4.7,13.2,-2.8,34.5,2.2,9.5,0.9
CC(=O)NS(=O)(=O)c1ccc(N2C(=O)CC(Sc3nccc(C)n3)C2=O)cc1 (stereo not given),-9.1,-24.0,-1.6,-20.1,-5.0,-15.7,6.0,1.7,3.2,-5.9,9.3
COc1ccc(CNC(=O)c2ccc3oc(C(C)C)nc3c2)cc1,-41.5,-44.8,-1.8,-43.4,-3.4,-1.4,2.9,-9.2,5.0,-44.5,-56.7
CC(=O)NC(c1cccc(F)c1)c1nc(-c2ccc(C)c(C)c2)cs1 (stereo not given),-5.1,6.8,-0.9,-0.8,.,4.8,4.4,0.2,-6.6,-2.9,0.2
CCCCCCCCNC(=O)CC(NS(=O)(=O)c1ccc(NC(C)=O)cc1)C(C)C (stereo not given),23.4,10.8,-5.4,-21.7,-11.8,-4.4,-9.4,7.2,-1.5,-8.0,7.9
CCOC(=O)N1CCN(C(=O)Cc2ccc(-n3c(=O)[nH]c4ccccc4c3=O)cc2)CC1,-0.9,-1.4,1.0,7.7,5.3,-2.1,-15.7,-12.5,7.2,-8.2,-0.8
COCCCNc1oc(-c2ccccc2Cl)nc1C#N,-31.2,4.6,-1.3,-27.9,4.6,5.7,-14.6,-15.7,3.7,-17.8,-38.8

Only part of the results is shown; the hit share may differ from the screen's.
